# RBBP9 inh = human RBBP9 inhibitors, primary screen, biochemical, fluorescence polarization, FP-Rh probe, HTS; actives 0.2% (n = 220,000); recombinant RBBP9; AID 1515, 2009; inhibition, % at 7.94 µM;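 active = inhibition above the campaign mean of all tested compounds plus 3 SD, cut at about 14% in these data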;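 also: plate controls were DMSO wells with RBBP9 for no effect and wells lacking RBBP9 protein for full effect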
# Target sequence (O75884 whole entry, looked up): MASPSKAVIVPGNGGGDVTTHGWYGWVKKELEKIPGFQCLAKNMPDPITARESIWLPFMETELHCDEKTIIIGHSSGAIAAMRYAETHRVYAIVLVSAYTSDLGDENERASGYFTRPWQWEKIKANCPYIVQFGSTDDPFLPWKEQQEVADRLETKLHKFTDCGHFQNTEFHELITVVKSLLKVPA
#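 system = RBBP9 protein | input = RBBP9 at 2.5 µM in dispensed solution, before mixing | measured by = fluorescence polarization (mP), excitation 525 nm, emission 598 nm | incubation = enzyme-compound preincubation 30 min, then probe labeling 45 min, 25 °C | buffer or medium = Tris-NaCl-Pluronic buffer, pH 8.0 | compound = single dose 7.94 µM | also added = FP-Rh probe, 375 nM dispensing solution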
# NCF1 inh = p47phox/p22phox peptide binding inhibitors, primary screen, biochemical, uHTS, NADPH oxidase regulatory subunit | fluorescence polarization, 2 h | inhibition, % at 24.7 µM | actives 0.53% (n = 220,000);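 active = inhibition above about 30%, limit read from the data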;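 also: 0% = p47phox with labelled peptide and 100% = labelled peptide alone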
# Target sequence (P14598 whole entry, looked up): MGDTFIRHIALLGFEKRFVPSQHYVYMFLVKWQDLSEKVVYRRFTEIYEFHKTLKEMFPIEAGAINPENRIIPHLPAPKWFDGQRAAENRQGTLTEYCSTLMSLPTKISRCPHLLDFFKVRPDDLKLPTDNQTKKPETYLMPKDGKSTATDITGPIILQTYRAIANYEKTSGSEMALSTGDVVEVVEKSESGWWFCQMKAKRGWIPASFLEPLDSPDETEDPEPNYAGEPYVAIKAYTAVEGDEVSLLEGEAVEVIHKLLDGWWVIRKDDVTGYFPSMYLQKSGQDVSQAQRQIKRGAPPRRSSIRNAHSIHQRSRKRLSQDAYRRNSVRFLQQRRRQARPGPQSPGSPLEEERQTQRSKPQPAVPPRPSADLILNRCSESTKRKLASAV
# PPC-1+TRAIL kill = compounds killing PPC-1 cancer cells with TRAIL present, primary screen, TRAIL potentiator project, ATPLite luminescence, uHTS; PPC-1 cells + TRAIL, ATPLite viability luminescence; cell killing (% activity), % at 4 µM; actives 0.41% (n = 220,000); AID 1443, 2008;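 active = cell killing above 50% in the first pass at 4 µM, then a duplicate retest at 5 µM averaging 50% or more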;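 also: plate controls were cells with TRAIL plus DMSO for no effect and medium-only wells lacking cells for full effect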
# BaF3 parental = parental Ba/F3 cell viability inhibition, counter-screen for JAK2V617F inhibitor project, murine pro-B, CellTiter-Glo luminescence; CellTiter-Glo ATP luminescence; inhibition, % at 5.6 µM; actives 1.1% (n = 220,000);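 active = inhibition above a per-campaign cutoff, the mean inhibition of all tested compounds plus 3 SD, cut at about 27% in these data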;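 also: 0% = DMSO wells and 100% = JAK Inhibitor I control wells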
# p97 ATPase inh = inhibitors of human p97 ATPase, primary screen, biochemical; recombinant p97 ATPase, Kinase-Glo ATP luminescence, 3 h; AID 1481, 2009; actives 0.42% (n = 220,000); inhibition, % at 8 µM; in the data active = inhibition above about 15%;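 also: 0% = DMSO vehicle and 100% = wells lacking enzyme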
# PGE2 EP2 inh = human EP2 receptor antagonists, primary screen, TR-FRET cAMP, C6 glioma cells. actives 0.52% (n = 260,000). AID 1422, 2008. C6 glioma cells expressing human EP2; cells stimulated with saturating PGE2. inhibition, % at 25 µM. Prostaglandin E2 receptor EP2 subtype (Homo sapiens), P43116;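 active = percent inhibition above 40 after rounding to a whole number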;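 also: rat C6 glioma host cells with rolipram phosphodiesterase inhibitor present; the protocol text gives 20 µM as final concentration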
# Target sequence (P43116 whole entry, looked up): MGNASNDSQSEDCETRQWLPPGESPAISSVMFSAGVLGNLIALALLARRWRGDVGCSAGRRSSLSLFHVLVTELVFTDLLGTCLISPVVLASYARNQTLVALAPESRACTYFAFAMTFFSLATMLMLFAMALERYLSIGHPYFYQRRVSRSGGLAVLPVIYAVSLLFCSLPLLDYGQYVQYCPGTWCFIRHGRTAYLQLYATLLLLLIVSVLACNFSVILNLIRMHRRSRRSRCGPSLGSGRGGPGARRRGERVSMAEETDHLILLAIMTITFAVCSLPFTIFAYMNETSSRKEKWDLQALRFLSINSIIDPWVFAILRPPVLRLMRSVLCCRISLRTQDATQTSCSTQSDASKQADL
# Ba/F3 V617F tox = reduced viability of JAK2V617F-dependent Ba/F3 cells, primary screen, JAK2V617F inhibitor project, cell-based, Ba/F3 EpoR-JAK2V617F, luminescence; ATP luminescence; actives 1.1% (n = 220,000); inhibition, % at 5.6 µM; AID 1446, 2008;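 active = inhibition above the campaign mean plus 3 SD over all tested compounds, cut at about 24% in these data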;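 also: cytokine-independent growth of Ba/F3 cells driven by EpoR plus mutant JAK2; 0% = DMSO-treated cells and 100% = JAK inhibitor I control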
# TbHK1 inh = Trypanosoma brucei hexokinase 1 inhibitors, primary screen, biochemical, G6PDH-coupled NADH absorbance, MLSCN library; AID 1430, 2008; actives 0.11% (n = 220,000); inhibition, % at 10 µM; hexokinase 1 [Trypanosoma brucei]; recombinant TbHK1, G6PDH-coupled NADH A340;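 active = inhibition of 50% or more in the single-dose primary screen; inactive = inhibition below 50%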
# Furin inhibitor = human furin inhibitors, primary screen, biochemical, fluorescence intensity | AID 463115, 2010 | P09958 | actives 0.061% (n = 220,000) | inhibition, % at 30 µM | purified furin, fluorogenic substrate cleavage; in the data active = inhibition above about 25%; also: inactives centre near -15
# * = called active by the depositor; · = not tested or not shown; [ ] = remark or other dose.
SMILES,RBBP9 inh,NCF1 inh,PPC-1+TRAIL kill,BaF3 parental,p97 ATPase inh,PGE2 EP2 inh,Ba/F3 V617F tox,TbHK1 inh,Furin inhibitor
O=C(N1CCOCC1)C(F)(F)C(F)(F)C(F)(F)C(F)(F)C(=O)N1CCOCC1,-4,-4,-4,2,7,6,0,-2,-27
O=C1CC(C(=O)N2CCOCC2)C2(CCCC2)O1 (stereo not given),-7,-8,5,-1,4,12,-1,3,-13[20 µM]
Cc1cccc(Sc2nc(-c3ccccc3)ncc2C(=O)O)c1,-5,5,-10,0,-1,0,2,-11,-9
CCS(=O)(=O)C(=C1Nc2ccccc2N1)S(=O)(=O)CC,-3,0,6,4,2,24,-1,0,-13[20 µM]
O=[N+]([O-])c1cccc(/C=N/Nc2nc(NCc3ccccc3)nc(N3CCOCC3)n2)c1,-7,-6,-13,3,3,5,-2,10,-8
Cc1ccc(N(Cc2cc3ccc(C)cc3[nH]c2=O)C(=O)c2cccs2)cc1,-1,-18,-23,-8,2,13,-1,-6,-26
Cn1nc(-c2ccc(C(=O)NCCO)cc2)c2ccccc2c1=O,2,-8,26,1,7,8,-6,-6,-6
c1ccc2c(c1)Nc1nccnc1S2,-7,-3,14,4,1,19,1,-7,-19
CNC(=O)CN(c1ccc(C23CC4CC(CC(C4)C2)C3)cc1)S(C)(=O)=O,-6,5,24,4,-4,9,1,-1,-14
Cc1cccc(NS(=O)(=O)c2cc(C(=O)N3CCN(C)CC3)ccc2C)c1,3,-3,12,8,1,11,0,1,-16[20 µM]
O=c1c[n+]([O-])c2ccccc2n1OCc1ccccn1,-4,30,6,5,1,12,2,-14,-3[20 µM]
CCCS(=O)(=O)N1CCCC(C(=O)NC(C)c2ccc3c(c2)OCCO3)C1 (stereo not given),-3,-3,0,1,0,1,2,-4,-23[20 µM]
COC(=O)c1ccc2c(=O)n(Cc3ccc4c(c3)OCO4)c(SCC(=O)N3CCCC3)nc2c1,-3,-49,13,-1,-4,8,-3,-3,-19
CC(C)(C)[C@H]1C=C(C(=O)NCc2nc3ccccc3[nH]2)O[C@@H](OCCCCO)C1,1,-4,19,1,0,9,-3,0,-16
Nc1cc(=O)[nH]c(=S)n1-c1ccccc1,-11,9,32,2,-4,25,2,-8,-5[20 µM]
Cc1ccc(Sc2ncccc2C(=O)O)cc1,-4,0,17,9,4,3,-1,3,-18
COC(=O)CCCC1=CC2=CC(=O)C(C)(OC(=O)c3cccs3)C(=O)C2=CN1C1CCCC1 (stereo not given),·,-10,5,·,·,6,·,-36,-6
COc1cc(OC)cc(-c2n[nH]c(=S)n2-c2cc(OC)ccc2OC)c1,-7,-5,-8,7,-1,1,3,-13,-14[20 µM]
Clc1ccc(C2=Nn3c(nnc3-c3cccnc3)SC2)s1,-8,-2,-23,2,-1,8,-1,-15,-13
CN(C)c1ccc(-c2n(C)c3ccccc3[n+]2C)cc1,-10,-5,1,71*,1,31,91*,-52,-10[20 µM]

# Reprinted at random: 2 entries already listed.
SMILES,RBBP9 inh,NCF1 inh,PPC-1+TRAIL kill,BaF3 parental,p97 ATPase inh,PGE2 EP2 inh,Ba/F3 V617F tox,TbHK1 inh,Furin inhibitor
O=C(N1CCOCC1)C(F)(F)C(F)(F)C(F)(F)C(F)(F)C(=O)N1CCOCC1,-4,-4,-4,2,7,6,0,-2,-27
Clc1ccc(C2=Nn3c(nnc3-c3cccnc3)SC2)s1,-8,-2,-23,2,-1,8,-1,-15,-13

# (further entries)
SMILES,RBBP9 inh,NCF1 inh,PPC-1+TRAIL kill,BaF3 parental,p97 ATPase inh,PGE2 EP2 inh,Ba/F3 V617F tox,TbHK1 inh,Furin inhibitor
COc1cc2c3c(c1)C1(C(=O)N3C(C)(C)C=C2C)C(C#N)=C(N)Oc2cc(C)oc(=O)c21 (stereo not given),0,-6,19,6,-1,18,4,-6,-12
CC1CN(C(=O)c2ccccc2)C(=Nc2cccc(S(=O)(=O)N(C)C)c2)S1 (stereo not given),2,0,10,9,5,9,-1,-3,-10
COC(=O)c1cc(=O)nc2sc3ccccc3n12,-4,0,-23,7,-1,12,2,-12,-17[20 µM]
Nc1nnc(SCCOc2cccc(Br)c2)s1,-1,-9,24,4,-1,10,3,0,-13[20 µM]
CC(CC(=O)Nc1nc2ccccc2[nH]1)n1ccnc1 (stereo not given),3,8,10,1,5,9,-2,-2,-16
O=C1CCC/C1=C\c1ccccc1,-8,-8,14,-2,2,9,-2,9,-26
CC1CCCCC1NC(=O)C1CCN(S(=O)(=O)c2ccc(-n3cnnn3)cc2)CC1 (stereo not given),-3,-5,25,3,5,10,-3,-9,-7[20 µM]
COc1cccc(/C=C/C(=O)OCC(=O)c2cc(C)n(CC3CCCO3)c2C)c1OC (stereo not given),0,-13,20,6,4,11,0,3,-4
Cc1cccc(NS(=O)(=O)c2cc(OCC(N)=O)c(C)cc2Cl)c1,-7,-2,21,-5,1,12,-3,0,-20[20 µM]
O=C1CCC(=O)N1CNc1ccccn1,5,-25,17,2,5,15,-5,-3,-8[20 µM]
Nc1ccc(C2(c3ccc(N)cc3)C(=O)Nc3ccccc32)cc1,-6,2,-3,3,3,6,1,-6,-11[20 µM]
CCN1C/C(=N\S(=O)(=O)/N=C2\CN(CC)C(=O)N2CC)N(CC)C1=O,-6,-3,3,-1,-5,7,-1,5,-5
COc1ccc(C2=CC(=O)OC(C)(c3ccccc3)O2)cc1 (stereo not given),-8,-4,14,5,-3,5,1,-14,-4
CCS(=O)(=O)c1nc(S(=O)(=O)c2ccc(Cl)cc2)c(NCCOC)s1,-12,-4,-2,2,-2,3,3,2,-8
CCC(Oc1ccc(C)c(C)c1)C(=O)O (stereo not given),-4,-9,13,3,4,3,-3,-3,-23[20 µM]
CCn1c(SCc2nc3ccccc3[nH]2)nnc1-c1ccncc1,-7,-5,44,-3,2,-4,-1,-2,-24[20 µM]
CC(C)CC(=O)NC(=S)Nc1ccc(CN2CCOCC2)cc1,3,-7,-8,-1,3,11,1,-8,-24
O=C(O)Cc1ccc(NS(=O)(=O)c2ccccc2Br)cc1,-4,12,15,5,-5,8,0,8,-18
COc1cc2c(cc1OC)C(C)N(C(=O)c1cc3c(=O)oc4ccc(C)cc4c3s1)CC2 (stereo not given),-11,2,-7,4,10,4,1,-17,1
CN1CCN(/N=C/c2nc(-c3ccccc3Cl)n3ccccc23)CC1,-9,-6,8,3,6,15,0,-27,3
O=C(CNCc1cccc2ccccc12)Nc1ccccc1[N+](=O)[O-],-8,1,18,2,-4,5,-2,-2,-1
CCOc1ccc(NC(=S)NC2CC3CCC(C2)N3Cc2ccco2)cc1 (stereo not given),-6,2,1,5,-2,3,3,10,-8
O=S(=O)(NCc1ccccc1F)NCc1ccccc1F,-3,-4,7,7,5,13,0,-2,-26
COc1ccc(NS(=O)(=O)c2ccc(-n3nnc4ccccc43)c([N+](=O)[O-])c2)cc1,-7,3,8,4,3,11,-2,5,-11[20 µM]
COc1cccc(NC(=O)CCc2nc(-c3ccccc3F)no2)c1,-10,-7,4,6,-6,4,3,1,-8[20 µM]
FC(F)(F)c1ccc(NC(=S)NCc2ccccc2)cc1,0,-3,23,4,2,3,0,0,-16
CCC(=O)NC1=C(Cl)C(=O)C(NC(=O)CC)=C(Cl)C1=O,59*,50*,16,2,19*,117*,8,-24,-17
Cc1nn(CC(=O)Nc2ccc3c(c2)oc2ccccc23)c(=O)c2ccccc12,-10,39*,1,4,0,·,-2,2,-10
COc1ccc(CNc2nc3c(c(=O)n(Cc4ccc(Cl)cc4)c(=O)n3C)n2C)cc1,3,-19,4,4,2,3,-3,27,-36
COCCN(C(=O)C1CC1)c1nnc(-c2cccc(C)c2)s1,-4,-12,7,2,2,14,1,41,-1
COc1cc(OC)c(-c2nc3cnccc3n2C)cc1OC,-7,-4,25,1,2,7,-1,-3,-17[20 µM]
COc1ccc(N2C(=O)/C(=C\c3ccco3)N=C2SCC(=O)NC(C)C)cc1Cl,-5,-20,-3,6,2,8,0,-13,-2
c1ccc(CSc2nnc(-c3sccc3-n3cccc3)o2)cc1,-7,-9,15,2,1,22,-1,1,-9[20 µM]
CC1CCC(NC(=O)c2ccc(S(C)(=O)=O)cc2)CC1 (stereo not given),0,-13,30,6,4,7,-1,-2,-4
Cc1ccc(NC(=O)CN2CCc3ccccc3C2)cc1S(=O)(=O)N(C)C,-3,-12,-8,4,-2,7,1,-2,-29
COc1cc(NC(=O)C/C(C)=N/NC(=O)Cc2ccccc2)c(OC)cc1Cl,-10,-10,1,7,-1,6,2,30,5
CC1CCC2(CC1)C(Nc1cccc(Cl)c1)=NC(=S)N2CC#N (stereo not given),-1,-11,-2,5,3,3,-3,6,-14[20 µM]
CCOC(=O)N1CCC(=NNC(=O)Cn2ccc(C(F)(F)F)n2)CC1,-3,-8,13,4,1,9,-3,0,-29

# Structural class: those above with four or more nitrogen atoms.
SMILES,RBBP9 inh,NCF1 inh,PPC-1+TRAIL kill,BaF3 parental,p97 ATPase inh,PGE2 EP2 inh,Ba/F3 V617F tox,TbHK1 inh,Furin inhibitor
O=[N+]([O-])c1cccc(/C=N/Nc2nc(NCc3ccccc3)nc(N3CCOCC3)n2)c1,-7,-6,-13,3,3,5,-2,10,-8
Clc1ccc(C2=Nn3c(nnc3-c3cccnc3)SC2)s1,-8,-2,-23,2,-1,8,-1,-15,-13
CC(CC(=O)Nc1nc2ccccc2[nH]1)n1ccnc1 (stereo not given),3,8,10,1,5,9,-2,-2,-16
CC1CCCCC1NC(=O)C1CCN(S(=O)(=O)c2ccc(-n3cnnn3)cc2)CC1 (stereo not given),-3,-5,25,3,5,10,-3,-9,-7[20 µM]
CCN1C/C(=N\S(=O)(=O)/N=C2\CN(CC)C(=O)N2CC)N(CC)C1=O,-6,-3,3,-1,-5,7,-1,5,-5
CCn1c(SCc2nc3ccccc3[nH]2)nnc1-c1ccncc1,-7,-5,44,-3,2,-4,-1,-2,-24[20 µM]
CN1CCN(/N=C/c2nc(-c3ccccc3Cl)n3ccccc23)CC1,-9,-6,8,3,6,15,0,-27,3
COc1ccc(NS(=O)(=O)c2ccc(-n3nnc4ccccc43)c([N+](=O)[O-])c2)cc1,-7,3,8,4,3,11,-2,5,-11[20 µM]
COc1ccc(CNc2nc3c(c(=O)n(Cc4ccc(Cl)cc4)c(=O)n3C)n2C)cc1,3,-19,4,4,2,3,-3,27,-36
CC1CCC2(CC1)C(Nc1cccc(Cl)c1)=NC(=S)N2CC#N (stereo not given),-1,-11,-2,5,3,3,-3,6,-14[20 µM]
CCOC(=O)N1CCC(=NNC(=O)Cn2ccc(C(F)(F)F)n2)CC1,-3,-8,13,4,1,9,-3,0,-29

# From PubChem

# A portion of the library; count on the stated rates, not on these rows.
